MITF inh = human MITF inhibition, primary screen; O75030; AlphaScreen MITF homodimerization, bead proximity signal; inhibition, % at 2.6 µM; 650,000 tested, 0.91% active; AID 1259374; in the data active means inhibition above about 50%;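 further: 0% = vehicle wells with protein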
GPR151 activ = human GPR151 activation; PathHunter beta-arrestin GPR151 cells, luminescence; activation, % at 11.2 µM; 650,000 tested, 1% active; in the data active means activation above about 4.9%;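 further: 0% = median of compound wells and 100% = cells with positive control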
Target sequence (Q8TDV0 whole entry, looked up): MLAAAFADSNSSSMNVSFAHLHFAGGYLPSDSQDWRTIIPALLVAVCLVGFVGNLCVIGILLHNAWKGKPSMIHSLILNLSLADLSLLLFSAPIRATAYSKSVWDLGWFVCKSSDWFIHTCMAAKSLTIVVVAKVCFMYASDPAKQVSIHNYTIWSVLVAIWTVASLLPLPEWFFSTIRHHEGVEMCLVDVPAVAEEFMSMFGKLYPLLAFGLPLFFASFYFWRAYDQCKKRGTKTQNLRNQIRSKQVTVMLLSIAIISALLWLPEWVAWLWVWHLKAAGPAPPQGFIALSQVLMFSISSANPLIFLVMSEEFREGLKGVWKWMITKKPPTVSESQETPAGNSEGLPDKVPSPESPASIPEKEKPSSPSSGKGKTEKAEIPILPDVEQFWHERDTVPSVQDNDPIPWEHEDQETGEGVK
TEAD-YAP inh = TEAD-YAP interaction inhibition; HEK-TIYL cells, TEAD-Gal4/YAP UAS-luciferase luminescence; 640,000 tested, 1.4% active; inhibition, % at 9.12 µM; in the data active means inhibition above about 32%;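 further: 0% = median of test compound wells and 100% = reference inhibitor wells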
FBW7 act = activators of human E3 ligase FBW7. AlphaScreen FBW7–phospho-cyclin E peptide binding, activator screen. Q969H0. normalized activity (activation), % at 26.1 µM. 650,000 tested, 0.13% active; in the data active means normalized activity above about 1.9%;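 further: purified mutant Fbw7 with reduced substrate affinity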
Target sequence (Q969H0 whole entry, looked up): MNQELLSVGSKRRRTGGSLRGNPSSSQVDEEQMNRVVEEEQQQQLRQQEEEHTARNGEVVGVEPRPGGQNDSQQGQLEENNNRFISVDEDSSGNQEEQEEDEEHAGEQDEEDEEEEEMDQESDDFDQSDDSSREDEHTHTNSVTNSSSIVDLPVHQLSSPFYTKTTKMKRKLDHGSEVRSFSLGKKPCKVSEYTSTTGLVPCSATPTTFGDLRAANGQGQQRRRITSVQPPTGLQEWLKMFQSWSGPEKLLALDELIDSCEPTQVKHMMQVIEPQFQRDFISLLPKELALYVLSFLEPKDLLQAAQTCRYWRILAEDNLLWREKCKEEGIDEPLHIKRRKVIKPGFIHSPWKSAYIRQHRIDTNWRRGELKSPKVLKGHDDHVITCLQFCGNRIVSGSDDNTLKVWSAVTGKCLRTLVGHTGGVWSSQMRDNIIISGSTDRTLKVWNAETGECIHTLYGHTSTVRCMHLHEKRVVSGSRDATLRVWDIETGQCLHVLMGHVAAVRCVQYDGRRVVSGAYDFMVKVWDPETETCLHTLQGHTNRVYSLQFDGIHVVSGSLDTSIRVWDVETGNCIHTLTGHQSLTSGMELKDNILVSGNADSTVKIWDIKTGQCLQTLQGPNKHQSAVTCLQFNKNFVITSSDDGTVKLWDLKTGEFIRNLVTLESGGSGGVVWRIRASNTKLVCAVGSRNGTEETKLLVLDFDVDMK
Starred values were filed as active, the others as inactive.

Screening COC(=O)C1=C(C(=O)OC)SC(=C2C(=S)C(C)(C)N(C(=O)c3ccc(Cl)cc3Cl)c3cc(C)ccc32)S1 returned MITF inh 3, GPR151 activ 2.5, TEAD-YAP inh 2 and FBW7 act -0.2.
Screening Cc1ccc2oc(=O)c3cc(C(=O)NCc4ccc(C)o4)sc3c2c1 returned MITF inh 3, GPR151 activ 0.5, TEAD-YAP inh 1 and FBW7 act -0.1.
`Cc1cccc(CN2CCN3C(=O)[C@H](Cc4ccccc4)NC(=O)[C@H]3C2)n1` gave MITF inh 6, GPR151 activ -0.5, TEAD-YAP inh -1 and FBW7 act -0.2.
CCOC(=O)Oc1ccc2c(=O)c(Oc3ccccc3Br)coc2c1 was read as MITF inh -9, GPR151 activ -1.0, TEAD-YAP inh -2 and FBW7 act -0.2.
Screening Cc1cc(=O)[nH]c2nnc(SCc3cccc(Cl)c3)n12 returned MITF inh -5, GPR151 activ 1.0, TEAD-YAP inh 0 and FBW7 act 0.0.
Screening O=C(Cn1nc(C(=O)N2CCOCC2)cc1-c1cccs1)Nc1ccc(F)c(Cl)c1 returned MITF inh 0, GPR151 activ -0.8, TEAD-YAP inh 4 and FBW7 act -0.1.
O=C(CCl)N1CCSc2ccccc21 was read as MITF inh 9, GPR151 activ -0.9, TEAD-YAP inh 11 and FBW7 act -0.3.
`Cc1cc(Cl)ccc1OC(C)C(=O)NC(C)c1ccccc1` (centres undefined) gave MITF inh -5, GPR151 activ 0.3, TEAD-YAP inh -5 and FBW7 act 0.2.
For Cc1ccc(CNC(=O)c2ccccc2NS(C)(=O)=O)cc1 the results were MITF inh -14, GPR151 activ -0.1, TEAD-YAP inh 3 and FBW7 act -0.3.
Screening COC(=O)c1ccc(N2N=C(C)/C(=C/c3ccc(-c4cccc(C(=O)O)c4)o3)C2=O)cc1 returned MITF inh -2, GPR151 activ 0.5, TEAD-YAP inh -32 and FBW7 act -0.2.
Screening COc1cc(C(=O)NCC(=O)N/N=C/c2cccnc2)cc(OC)c1OC returned MITF inh 8, GPR151 activ 0.0, TEAD-YAP inh -1 and FBW7 act 0.0.
`O=C(O)CCCN(c1ccccc1C(=O)O)S(=O)(=O)/C=C/c1ccccc1` gave MITF inh -1, GPR151 activ -1.0, TEAD-YAP inh -3 and FBW7 act -0.1.
O=C(Nc1ccc([N+](=O)[O-])cc1)c1ccc(Br)cc1 was read as MITF inh 14, GPR151 activ 1.3, TEAD-YAP inh -11 and FBW7 act 0.1.
`COc1ccc(C(C)(C)C)cc1S(=O)(=O)N1CCN(c2ccc(-n3cccn3)nn2)CC1` gave MITF inh -17, GPR151 activ 1.9, TEAD-YAP inh 4 and FBW7 act 1.4.
For COCCn1c(C)cn2c3c(=O)n(CCC(C)C)c(=O)n(C)c3nc12 the results were MITF inh -2, GPR151 activ -0.1, TEAD-YAP inh -7 and FBW7 act -0.1.
`Cc1cc(=O)nc2c3ccccc3n(C(C)C(=O)NC3CCCc4ccccc43)n12` (centres undefined) gave MITF inh 0, GPR151 activ 0.0, TEAD-YAP inh 0 and FBW7 act 0.0.
For O=C(Cn1cncn1)N/N=C/c1ccc(Cl)cc1 the results were MITF inh 1, GPR151 activ 0.2, TEAD-YAP inh 10 and FBW7 act -0.1.
For COC1CCCN(C(=O)CC2(c3ccccc3)CC(=O)N(Cc3ccncc3)C2=O)C1 (centres undefined) the results were MITF inh 0, GPR151 activ 2.0, TEAD-YAP inh -10 and FBW7 act 0.0.
For COc1cc(S(=O)(=O)NCC2CCCO2)ccc1-n1cnnn1 (centres undefined) the results were MITF inh -5, GPR151 activ 0.8, TEAD-YAP inh -1 and FBW7 act 0.0.
CCCCOC(=O)c1ccc(NC(=O)c2ccc(OC)c(OC)c2)cc1 was read as MITF inh 4, GPR151 activ -4.9, TEAD-YAP inh 0 and FBW7 act 0.0.
COC(=O)c1ccc(/C=C2/C(=O)NN(c3ccccc3)C2=O)cc1 was read as MITF inh -20, GPR151 activ -1.2, TEAD-YAP inh -12 and FBW7 act 0.2.
`CC(C)(C)NC(=O)CSc1nnc(-c2ccccn2)n1Cc1ccccc1` gave MITF inh -10, GPR151 activ -0.8, TEAD-YAP inh 0 and FBW7 act 0.2.
Screening Cn1ncc(Br)c1C(=O)Nc1nccs1 returned MITF inh 23, GPR151 activ -0.1, TEAD-YAP inh 7 and FBW7 act 0.1.
For Cc1cccc(C(=O)NNC(=O)c2cc3n(n2)C(C(F)(F)F)CC(c2ccco2)N3)c1 (centres undefined) the results were MITF inh 13, GPR151 activ -0.6, TEAD-YAP inh -1 and FBW7 act -0.1.
Screening CCOc1ccc(C2=NN3C(C2)c2cccc(OC)c2OC3c2ccc(OC)cc2)cc1 (centres undefined) returned MITF inh 10, GPR151 activ -1.4, TEAD-YAP inh -9 and FBW7 act 0.1.
`COc1cc(Br)cc(/C=N\NC(=O)CNc2ccccc2C)c1O` gave MITF inh 5, GPR151 activ 1.0, TEAD-YAP inh 20 and FBW7 act -0.1.
`CCOC(=O)COc1ccc2c(C)cc(=O)oc2c1C(=O)CC` gave MITF inh -6, GPR151 activ 0.7, TEAD-YAP inh -14 and FBW7 act 0.1.
Screening O=C(c1nn2c(c1Cl)NC(c1ccccc1)CC2C(F)(F)F)N1CCN(Cc2ccccc2)CC1 (centres undefined) returned MITF inh 8, GPR151 activ 2.1, TEAD-YAP inh -5 and FBW7 act -0.1.
For CCOC(=O)c1c(Cn2ccnc2C)n(C)c2cc(Br)c(OC(C)=O)cc12 the results were MITF inh -6, GPR151 activ 1.2, TEAD-YAP inh -12 and FBW7 act 0.0.
For S=c1[nH]ccn1-c1ccc(Br)cc1 the results were MITF inh 5, GPR151 activ -0.9, TEAD-YAP inh 1 and FBW7 act -0.1.

Brought forward from above: 3 entries, followed by the next part.
Screening O=C(c1nn2c(c1Cl)NC(c1ccccc1)CC2C(F)(F)F)N1CCN(Cc2ccccc2)CC1 (centres undefined) returned MITF inh 8, GPR151 activ 2.1, TEAD-YAP inh -5 and FBW7 act -0.1.
For CCOC(=O)c1c(Cn2ccnc2C)n(C)c2cc(Br)c(OC(C)=O)cc12 the results were MITF inh -6, GPR151 activ 1.2, TEAD-YAP inh -12 and FBW7 act 0.0.
For S=c1[nH]ccn1-c1ccc(Br)cc1 the results were MITF inh 5, GPR151 activ -0.9, TEAD-YAP inh 1 and FBW7 act -0.1.
For Cc1ccc(OCCOCCN2CCOCC2)c(C)c1 the results were MITF inh -1, GPR151 activ 1.9, TEAD-YAP inh -15 and FBW7 act -0.1.
Screening Cc1cc(C(=O)Nc2ccc(Br)c(C(F)(F)F)c2)ccc1[N+](=O)[O-] returned MITF inh 13, GPR151 activ -1.1, TEAD-YAP inh -6 and FBW7 act -0.1.
For O=C(O)CNC(=O)c1ccc(S(=O)(=O)N2CCCC2)cc1 the results were MITF inh -2, GPR151 activ 0.1, TEAD-YAP inh -18 and FBW7 act -0.1.
`CC(=O)Oc1ccc(/C=C2\N=C(c3ccc(C)c(C)c3)OC2=O)cc1` gave MITF inh 5, GPR151 activ -1.2, TEAD-YAP inh -5 and FBW7 act -0.1.
`Cc1c(Cl)cccc1N1CCN(S(=O)(=O)N(C)C)CC1` gave MITF inh 5, GPR151 activ 0.2, TEAD-YAP inh 4 and FBW7 act 0.0.
For c1csc(-c2ncc3ccccn23)c1 the results were MITF inh 6, GPR151 activ 1.0, TEAD-YAP inh -29 and FBW7 act -0.1.
`Cc1c(NC(=O)C(Cl)Cl)cccc1[N+](=O)[O-]` gave MITF inh -6, GPR151 activ 1.7, TEAD-YAP inh 14 and FBW7 act 0.1.
For N#C/C(=C\c1ccc(-c2cccc(Cl)c2)o1)C(=O)Nn1cnnc1 the results were MITF inh -38, GPR151 activ -1.5, TEAD-YAP inh 4 and FBW7 act 0.0.
For Nc1c(C(=O)Nc2ccc3ccccc3c2)sc2nc3c(cc12)CCCC3 the results were MITF inh -10, GPR151 activ -0.8, TEAD-YAP inh -12 and FBW7 act -0.1.
Cc1ccc(OCC(=O)Nc2ccc3oc(=O)ccc3c2)cc1C was read as MITF inh 2, GPR151 activ 0.1, TEAD-YAP inh 11 and FBW7 act -0.1.
O=C(NCc1ccccc1Cl)C1CCC(=O)N1CCc1ccccc1 (centres undefined) was read as MITF inh 22, GPR151 activ -1.1, TEAD-YAP inh -15 and FBW7 act 0.7.
Screening CC(C)CCNC(=O)CSc1nc(NCc2ccco2)c2ccccc2n1 returned MITF inh 10, GPR151 activ -1.2, TEAD-YAP inh 7 and FBW7 act -0.1.
CC(C)CCNC(=O)C(=O)NCc1ccccc1Cl was read as MITF inh 3, GPR151 activ -0.8, TEAD-YAP inh -4 and FBW7 act -0.1.
Screening COc1ccc(/C=C(\NC(=O)c2ccccc2)C(=O)O)cc1 returned MITF inh -2, GPR151 activ -0.2, TEAD-YAP inh -5 and FBW7 act 0.0.
Screening CC(=O)c1cccc(NC2C=CS(=O)(=O)C2)c1 (centres undefined) returned MITF inh -2, GPR151 activ -0.8, TEAD-YAP inh 3 and FBW7 act -0.1.
O=C(NCCc1ccccc1Cl)c1cc(Sc2ccccc2Cl)nc2ccccc12 was read as MITF inh 12, GPR151 activ 1.5, TEAD-YAP inh -9 and FBW7 act 0.0.
Screening O=C(CSc1nnc(-c2ccccc2O)o1)N1CCc2ccccc2C1 returned MITF inh 18, GPR151 activ 0.0, TEAD-YAP inh 5 and FBW7 act 0.1.
Screening Cc1c(Cl)cccc1NC(=O)c1cc(S(=O)(=O)NC2CCCCCC2)ccc1F returned MITF inh 12, GPR151 activ -1.5, TEAD-YAP inh 0 and FBW7 act 0.7.
`COc1cccc(C2/C(=C(/O)c3ccc(Cl)cc3)C(=O)C(=O)N2CCC(=O)O)c1` (centres undefined) gave MITF inh -11, GPR151 activ 0.1, TEAD-YAP inh 4 and FBW7 act -0.1.
Screening C=CCN1C(=O)C(CC(=O)Nc2ccccc2)S/C1=N/c1nc2ccccc2s1 (centres undefined) returned MITF inh 3, GPR151 activ 0.6, TEAD-YAP inh 4 and FBW7 act 0.5.
COc1ccc(Nc2nnc(SCC(=O)c3cccs3)s2)cc1 was read as MITF inh 10, GPR151 activ -0.4, TEAD-YAP inh -16 and FBW7 act 0.1.
`COc1ccccc1NC(=O)c1cc(Sc2nncn2C)nc2ccccc12` gave MITF inh 7, GPR151 activ 2.9, TEAD-YAP inh -1 and FBW7 act 0.0.
`COc1cc(C=C2C(=O)NC(=O)NC2=O)cc(Cl)c1OC(C)C` gave MITF inh -3, GPR151 activ 2.5, TEAD-YAP inh 2 and FBW7 act 0.0.
`COc1ccc(C2C(C#N)=C(N)SC(N)=C2C#N)c([N+](=O)[O-])c1OC` gave MITF inh 9, GPR151 activ -0.1, TEAD-YAP inh 4 and FBW7 act -0.2.
Cc1cc(C)cc(OCC(=O)Nc2ccc(N(C)C)cc2)c1 was read as MITF inh 28, GPR151 activ -1.3, TEAD-YAP inh -12 and FBW7 act 0.1.
Screening CN(C)/S(=N/S(=O)(=O)c1ccccc1)c1ccc([N+](=O)[O-])cc1 (centres undefined) returned MITF inh -4, GPR151 activ 2.0, TEAD-YAP inh 6 and FBW7 act -0.3.
`COc1ccc(OC)c(NC(=O)C(C)N2C(=O)c3ccccc3C2=O)c1` (centres undefined) gave MITF inh 0, GPR151 activ 0.4, TEAD-YAP inh 2 and FBW7 act 0.0.
For CC(C)(C)c1nnc(SCC(=O)Nc2ccc(Cl)cn2)n1N the results were MITF inh 15, GPR151 activ 0.1, TEAD-YAP inh 0 and FBW7 act 0.1.
Screening CCOc1ccc(NC(=O)c2sc3ncn(CC(=O)Nc4ccccc4OC)c(=O)c3c2C)cc1 returned MITF inh 3, GPR151 activ -0.4, TEAD-YAP inh 2 and FBW7 act 0.3.
`O=C(CSc1ccsc1[N+](=O)[O-])N1CCN(c2cccc(C(F)(F)F)c2)CC1` gave MITF inh 9, GPR151 activ -0.2, TEAD-YAP inh 19 and FBW7 act -0.1.

Nothing new here: an excerpt of the list.
`COc1ccc(OC)c(NC(=O)C(C)N2C(=O)c3ccccc3C2=O)c1` (centres undefined) gave MITF inh 0, GPR151 activ 0.4, TEAD-YAP inh 2 and FBW7 act 0.0.
For CC(C)(C)c1nnc(SCC(=O)Nc2ccc(Cl)cn2)n1N the results were MITF inh 15, GPR151 activ 0.1, TEAD-YAP inh 0 and FBW7 act 0.1.
Screening CCOc1ccc(NC(=O)c2sc3ncn(CC(=O)Nc4ccccc4OC)c(=O)c3c2C)cc1 returned MITF inh 3, GPR151 activ -0.4, TEAD-YAP inh 2 and FBW7 act 0.3.
`O=C(CSc1ccsc1[N+](=O)[O-])N1CCN(c2cccc(C(F)(F)F)c2)CC1` gave MITF inh 9, GPR151 activ -0.2, TEAD-YAP inh 19 and FBW7 act -0.1.

New compounds follow:
O=C(Nc1ccc2[nH]ncc2c1)[C@@H]1C[C@@H](O)CN1C(=O)c1ccc(Cl)cc1 was read as MITF inh 7, GPR151 activ -0.1, TEAD-YAP inh 3 and FBW7 act 0.2.
`COc1cccc(-n2c(SC(C)C)nc3c(c2=O)C2(CCCCC2)Cc2ccccc2-3)c1` gave MITF inh 4, GPR151 activ 0.5, TEAD-YAP inh 2 and FBW7 act 0.0.
For COCCNC(=O)CCc1c(C)nc2c(c1C)c(=O)n(C)c(=O)n2C the results were MITF inh 3, GPR151 activ -0.5, TEAD-YAP inh 8 and FBW7 act 0.6.
For N#Cc1c(NC(NC(=O)c2cccnc2)(C(F)(F)F)C(F)(F)F)sc2c1CCCC2 the results were MITF inh -1, GPR151 activ 0.9, TEAD-YAP inh 0 and FBW7 act -0.3.
`CC1=C(C(=O)OC2CCCCC2)C(c2ccc(Cl)c(Cl)c2)C2=C(CC(C)(C)CC2=O)N1` (centres undefined) gave MITF inh 5, GPR151 activ -0.9, TEAD-YAP inh -10 and FBW7 act 0.1.
Screening Cc1cc(F)ccc1Nc1nc2ccccc2n2nnnc12 returned MITF inh 9, GPR151 activ -0.1, TEAD-YAP inh -10 and FBW7 act 0.3.

High-throughput results deposited in PubChem BioAssay by The Scripps Research Institute Molecular Screening Center.
